Screens: PubChem, several laboratories
GSK3beta inhib – human GSK3beta kinase inhibitors, primary screen, biochemical, cell-free homogeneous, HTS; hit rate 0.038% among 300,000; GST-GSK3beta kinase, ADP-Glo luminescence, 60 min; hits give low values; AID 2097, 2009; Glycogen synthase kinase-3 beta (Homo sapiens), P49841; activity score (negative = inhibition), % at 10 µM;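 active means more than half of replicate wells score below -50%, meaning over 50% inhibition versus plate controls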;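 further: 0% = median DMSO wells and -100% = median GW8510 positive control wells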
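Test system: GST-fused GSK3beta enzyme, cell-free | Quantity: 1.6 ng GST-GSK3beta enzyme per well | Reagent: 25 µM ATP with peptide substrate | Schedule: 60 min enzyme reaction, room temperature | Signal: Luminescent ADP-Glo measurement of ADP formed | Read-out basis: Score relative to plate controls | Control set: DMSO and 20 µM GW8510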
KCNK3 inh – human KCNK3 channel inhibitors, primary screen, CHO cells, FluxOR thallium flux, B-score | Potassium channel subfamily K member 3 (Homo sapiens), O14649 | FluxOR fluorescence; hits give low values | B-score at 10 µM | hit rate 0.84% among 340,000;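 active means B-score under library mean minus 4 SD, starting fluorescence ratio at most library mean plus 5 SD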;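 further: more negative B-score means stronger inhibition of thallium flux through KCNK3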
KCNK9 block – KCNK9 potassium channel inhibitors, primary screen, HEK293 cells, thallium flux. Potassium channel subfamily K member 9 (Homo sapiens), Q9NPC2. FluxOR thallium flux fluorescence; hits give low values. B-score at 10 µM. hit rate 1.2% among 310,000;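 active means ratio B-score over 3 SD below the library mean, with starting fluorescence within 5 SD of its mean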;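 further: negative B-score means less thallium flux so channel inhibition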
Target sequence (Q9NPC2 whole entry, looked up): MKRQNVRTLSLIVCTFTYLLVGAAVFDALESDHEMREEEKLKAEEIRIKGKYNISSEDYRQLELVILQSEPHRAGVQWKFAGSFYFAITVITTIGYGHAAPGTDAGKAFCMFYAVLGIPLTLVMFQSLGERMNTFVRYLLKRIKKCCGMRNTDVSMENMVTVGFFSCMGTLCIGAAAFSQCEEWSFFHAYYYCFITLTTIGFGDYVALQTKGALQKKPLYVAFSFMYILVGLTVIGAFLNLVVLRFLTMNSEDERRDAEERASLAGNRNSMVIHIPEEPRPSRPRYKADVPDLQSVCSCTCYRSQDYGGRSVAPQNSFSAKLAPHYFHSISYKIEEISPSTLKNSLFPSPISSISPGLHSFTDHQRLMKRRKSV
GSK3A inh – blockers of GSK3A enzyme activity – biochemical, luminescence, cell-free homogeneous, HTS, primary screen; Glycogen synthase kinase-3 alpha (Homo sapiens), P49840; GSK-3 alpha kinase, ADP-Glo luminescence, 60 min; inhibition, % at 10 µM; hit rate 0.1% among 320,000; AID 2650, 2010;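 in the data active means inhibition above about 50%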;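 further: GST-tagged GSK-3 alpha with peptide substrate and 25 µM ATP; 0% = DMSO neutral wells and 100% = GW8510 positive control wells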
Target sequence (P49840 whole entry, looked up): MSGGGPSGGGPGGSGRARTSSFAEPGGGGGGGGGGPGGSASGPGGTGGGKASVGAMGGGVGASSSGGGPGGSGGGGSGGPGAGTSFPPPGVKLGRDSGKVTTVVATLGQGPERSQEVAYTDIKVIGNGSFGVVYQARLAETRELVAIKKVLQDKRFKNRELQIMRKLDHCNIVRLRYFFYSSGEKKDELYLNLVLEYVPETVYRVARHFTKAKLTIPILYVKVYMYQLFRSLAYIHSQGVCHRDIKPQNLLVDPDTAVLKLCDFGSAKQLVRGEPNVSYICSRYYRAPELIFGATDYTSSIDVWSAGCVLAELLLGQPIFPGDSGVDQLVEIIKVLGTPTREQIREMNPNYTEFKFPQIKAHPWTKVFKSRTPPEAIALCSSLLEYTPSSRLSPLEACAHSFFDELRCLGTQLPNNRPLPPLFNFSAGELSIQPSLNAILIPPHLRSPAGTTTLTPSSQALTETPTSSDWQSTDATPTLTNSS
KCNQ1 block – inhibitors of human KCNQ1 channel, primary screen, cell-based, thallium flux, high-throughput. Potassium voltage-gated channel subfamily KQT member 1 (Homo sapiens), P51787. CHO-K1 KCNQ1, FluxOR thallium flux fluorescence; hits give high values. B-score at 10 µM. hit rate 1.3% among 310,000. AID 2642, 2010;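 active means compounds whose thallium flux B-score, printed positive for inhibition, exceeds three library SD while starting fluorescence stays within three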;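 further: channel opened by potassium depolarization with thallium stimulus after 20 min compound exposure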
KCNQ1 act – potentiators or activators of KCNQ1 channel, primary screen, cell-based, thallium flux, high-throughput | AID 2648, 2010 | B-score at 10 µM | CHO-K1 KCNQ1, thallium flux FluxOR fluorescence; hits give high values | Potassium voltage-gated channel subfamily KQT member 1 (Homo sapiens), P51787 | hit rate 0.35% among 310,000;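 active means fluorescence ratio B-score, a plate-corrected score, at least three library SD, with initial intensity B-score within 5 SD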
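assay system = KCNQ1-transfected CHO-K1 cells | medium = assay buffer with matched DMSO | probe or stimulus = depolarizing K+/Tl+ stimulus, K2SO4 and Tl2SO4 each 12.5 mM in 5x stock | dosing = single dose | incubation = dye 90 min, compound 20 min, room temperature | detection = kinetic FluxOR fluorescence, 10 s baseline plus 110 s post-stimulus | evaluation = ratio B score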
RGS4 block – RGS4 inhibitors, primary screen, cell-based, HEK293 M3R inducible RGS4, calcium flux | Fluo-4 calcium flux; hits give high values; triggered by carbachol at its EC20 | Regulator of G-protein signaling 4 (Homo sapiens), P49798 | B-score at 10 µM | hit rate 0.45% among 310,000;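 active means B-score, a plate-corrected calcium signal, over three deviations above library mean, with baseline fluorescence within five deviations of library mean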;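 further: RGS4 expression induced by doxycycline in cells with stable M3 receptor; B-score is computed from the integrated fluorescence ratio over baseline after carbachol; higher B-score means a larger calcium signal and so more RGS4 inhibition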
Target sequence (P49798 whole entry, looked up): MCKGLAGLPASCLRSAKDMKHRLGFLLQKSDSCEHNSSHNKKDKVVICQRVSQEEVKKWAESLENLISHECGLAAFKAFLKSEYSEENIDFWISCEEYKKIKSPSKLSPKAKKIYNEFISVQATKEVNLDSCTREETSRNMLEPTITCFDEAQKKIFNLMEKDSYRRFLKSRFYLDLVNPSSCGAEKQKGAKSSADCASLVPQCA
PolyA inhibitor – polyadenylation inhibitors in yeast reporter cells, primary screen, luminescence, S. cerevisiae | S. cerevisiae SKY197-pL101 polyadenylation reporter, beta-gal luminescence; efflux-impaired pdr1/pdr3 knockout yeast; score 100 = 6 SD above DMSO | calls only at 12 µM | hit rate 0.02% among 300,000;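 active means lowest replicate activity score at least 50, where 100 means six control SD above control mean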;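 further: yeast exposed to compound for 9 h at 30 °C; higher score means more reporter readthrough which indicates perturbed polyadenylation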
hERG rescue – hERG rescue from dofetilide block, primary screen, cell-based, CHO-hERG, FluxOR thallium flux, dofetilide IC70. Voltage-gated inwardly rectifying potassium channel KCNH2 (Homo sapiens), Q12809. dofetilide IC70 present. activation (rescue from dofetilide block), less the hit threshold, % at 10 µM. hit rate 0.51% among 310,000;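 active means activation above the mean of controls blocked by dofetilide plus 5 SD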;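 further: thallium influx through hERG after potassium depolarization seen as dye fluorescence rise; in these data hits start at about 4.7%; inactives centre near -7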
DYRK1A inh – rat Dyrk1A kinase inhibitors, primary screen, biochemical, single point, plate reader; Dual specificity tyrosine-phosphorylation-regulated kinase 1A (Rattus norvegicus), Q63470; ADP-Glo luminescence, NFATc1 peptide; inhibition, % at 12.5 µM; hit rate 0.43% among 310,000; in the data active means inhibition above about 50%;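 further: plate controls were vehicle with enzyme for no effect and no enzyme for full effect; many of its hits are not listed in these tables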
RGS4 pot – RGS4 potentiators or activators, primary screen, cell-based, HEK293 M3R inducible RGS4, calcium flux; hit rate 0.92% among 310,000; B-score at 10 µM; carbachol calcium flux Fluo4; hits give low values; AID 463111, 2010;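 active means B-score of the integrated calcium signal more than 4 SD below the library mean, with starting fluorescence not abnormally high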;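 further: negative B-score means reduced calcium response which marks RGS4 activation or potentiation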
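Reagent: ECmax carbachol challenge; Test system: M3R-expressing HEK293 line, RGS4 induced by doxycycline; Schedule: overnight RGS4 induction, 30 min dye load 37 °C, 20 min compound RT; Detection: calcium dye Fluo4 fluorescence; Read-out: Agonist-evoked peak-minus-minimum fluorescence over baseline, integrated ratio, B score.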
* hit, by the source's call; i = inactive; . = not tested or not shown. Not all compounds are listed; the hit share may differ from the screen's.

SMILES	GSK3beta inhib	KCNK3 inh	KCNK9 block	GSK3A inh	KCNQ1 block	KCNQ1 act	RGS4 block	PolyA inhibitor	hERG rescue	DYRK1A inh	RGS4 pot
COc1ccc(-c2nn(-c3ccccc3)cc2C#N)cc1	-27	i	i	0	i	i	i	i	-9	2	i
C=CCc1cccc(/C=N/c2nc3ccccc3n2CC)c1O	-3	i	i	2	i	i	i	i	-6	4	i
CN(C)S(=O)(=O)N1CCN(C(=O)c2ccccc2Cl)CC1	6	i	i	-3	i	i	i	i	-2	-5	i
CCCCC(=O)N/N=C/c1cc([N+](=O)[O-])ccc1N1CCOCC1	9	i	i	-1	i	i	i	i	-9	-4	i
CN(C)Cc1nc2c([nH]1)c(=O)n(C)c(=O)n2C	5	i	i	0	i	i	i	i	-5	-3	i
CCCCN(CC)CCCNC(=O)c1ccc2c(c1)N(CC)C(=O)c1ccccc1S2(=O)=O	0	i	i	-1	i	i	i	i	-4	0	i
Cc1ccc2c(c1)cc(C)c1nnc(SCC(=O)NCc3ccco3)n12	0	i	i	-2	i	i	i	i	2	0	i
CC(C)=CCC/C(C)=C/CN(CC(C)O)CC(C)O (stereo not given)	2	i	i	-2	i	i	i	i	-13	2	i
COc1cccc2sc(Nc3nnc(-c4cccs4)o3)nc12	4	i	i	2	i	19*	i	i	34*	-6	i
O=C(CN1CCN(S(=O)(=O)c2ccc(F)cc2)CC1)NCc1cccs1	1	i	i	4	i	i	i	i	-19	9	i
Cc1cc(C)n(-c2nncn2/N=C/c2ccccc2F)n1	1	i	i	0	i	i	i	i	-3	-3	i
O=C(Nc1ccc(N2CCN(C(=O)c3cccs3)CC2)cc1)c1cccnc1	-5	i	i	0	i	i	i	i	-13	-7	i
CC(OC(=O)CCc1nc2ccccc2c(=O)[nH]1)C(=O)Nc1ncc(Cl)cc1Cl (stereo not given)	1	i	i	1	i	i	i	i	-9	0	i
O=C(COC(=O)c1nc(Cl)ccc1Cl)NNC(=O)c1ccccc1	0	i	i	-3	i	i	i	i	-15	-8	i
COC(=O)c1cc(Br)ccc1OC(=O)c1cccnc1	-1	i	i	0	i	i	i	i	-7	5	i
CCOc1ccccc1C(=O)OCC(=O)NCC1CCCCC1	1	i	i	-1	i	i	i	i	-14	0	i
COc1ccc(Oc2coc3cc(OC(=O)N4CCOCC4)ccc3c2=O)cc1	0	i	i	0	i	i	i	i	-10	1	i
CCOc1ccc(CCNC(=O)C2=C(C)C(=O)OC23CCC(C)CC3)cc1 (stereo not given)	-2	i	i	-1	i	i	i	i	-7	-4	i
CC1CCN(C(=O)COC(=O)c2cc([N+](=O)[O-])ccc2N2CCOCC2)CC1	2	i	i	-3	i	i	i	i	-11	-2	i
COc1ccc(N(CC(=O)NCc2ccccc2Cl)S(=O)(=O)c2c(C)n[nH]c2C)cc1	2	i	i	-2	i	i	i	i	-9	-6	i
COc1ccc(-c2noc(CCC(=O)Nc3cc(OC)ccc3OC)n2)cc1	0	i	i	-2	i	i	i	i	-14	-4	i
CCOc1ccc(NC(=O)CN(C)C(=O)CSCc2c(C)noc2C)cc1OCC	-1	i	i	1	i	i	i	i	-16	6	i
CCOC(=O)C1=C(c2ccccc2)OC(N)=C(C#N)C1c1ccncc1 (stereo not given)	-2	i	i	1	i	i	i	i	-4	1	i
CCOC(=O)C1CCCN(Cc2c(Cl)cccc2Cl)C1 (stereo not given)	0	i	i	11	i	i	i	i	-7	1	i
N#Cc1nc(-c2cccs2)oc1NCc1ccco1	-5	i	i	18	i	i	i	i	-8	29	i
COc1ccc(CNc2ccc3c(c2)ncn3-c2ccccc2OC)cc1	-5	i	i	0	i	i	i	i	-2	-1	i
Cc1cccc2nc(CNC(=O)C3CCC(=O)N(Cc4ccccc4F)C3)cn12 (stereo not given)	0	i	i	-2	i	i	i	i	-13	4	i
O=C(NCc1ccc(Cl)cc1)c1noc2c1CCCCC2	0	i	i	-1	i	i	i	i	-4	7	i
COC(=O)N1C(=O)[C@](Cc2ccccc2)(c2ccccc2)N1C(=O)OC	1	i	i	-5	i	i	i	i	-3	-7	i
COC(=O)c1ccc(/C=N/NC(=S)NC(C)C)cc1	2	i	i	1	i	i	i	i	-3	1	i
C/C=C/C(=O)Nc1ccc(N2CCN(c3ccc(C(F)(F)F)cn3)CC2)nc1	0	i	i	-1	i	i	i	i	-8	-6	i
COC(=O)c1ccccc1NC(=O)COC(=O)c1cccnc1	-2	i	i	0	i	i	i	i	-11	-1	i
C=CCN(CC=C)CC(O)Cn1c2ccccc2c2ccccc21 (stereo not given)	4	i	i	-6	i	i	i	i	-8	.	i
CCOc1ccc(C(CC(=O)O)NC(=O)C(Sc2ccccc2)c2ccccc2)cc1 (stereo not given)	-1	i	i	-4	i	i	i	i	-13	2	i
S=C(NCCN1CCOCC1)NC1CCCC1	2	i	i	9	i	i	i	i	-8	4	i
c1ccc(-c2nn3c(C4CCCCC4)nnc3s2)nc1	2	i	i	-3	i	i	i	i	-5	-7	i
CNC(=O)Nc1ccccc1C(=O)NCc1ccccc1	1	i	i	2	i	i	i	i	-11	4	i
Cc1noc(C)c1/C=N/Nc1ccc2ccccc2n1	0	i	i	4	i	i	i	i	-13	9	i
CCC(C)NS(=O)(=O)c1ccc(OC)c(Cl)c1Cl (stereo not given)	2	i	i	0	i	i	i	i	-1	0	i
O=C(NN1CCOCC1)c1ccc(Cl)cc1[N+](=O)[O-]	0	i	i	-3	i	i	i	i	-11	.	i
CC1(C)CC(N2CCCCC2)=CC(=[N+]2CCCCC2)C1	1	i	i	-2	i	i	i	i	-8	-3	i
CCOC(=O)N1CCN(C2CC(=O)N(c3ccc(Oc4ccccc4)cc3)C2=O)CC1 (stereo not given)	-5	i	i	-1	i	i	i	i	-12	-5	i
CC1CN(C(=O)CSc2nnc(-c3ccc(Cl)cc3)n2C)CC(C)O1 (stereo not given)	1	i	i	-2	i	i	i	i	-2	1	i
COc1ccc(NC(=O)Cn2cc(C(=O)C3CC3)c3ccccc32)cc1	0	i	i	-1	i	i	i	i	-7	-4	i
Cc1coc2c1c(C)cc1oc(=O)c(CC(=O)NCCCN3CCCC3=O)c(C)c12	2	i	i	0	i	i	i	i	-3	6	i
CCOc1ccc(N2C(=O)CC(N3CCN(C4CCc5ccccc5C4)CC3)C2=O)cc1 (stereo not given)	0	i	i	-6	i	i	i	i	-11	3	i
COc1ccccc1NC(=O)N1CCN(c2ccc3nnc(-c4ccc(F)cc4)n3n2)CC1	2	i	i	20	i	i	i	i	-12	-2	i
COc1cc2ccccc2cc1C(=O)Nc1sc2c(c1C(N)=O)CCN(C(C)C)C2	-1	i	i	1	i	i	i	i	-18	9	-7.5*
O=C(COC(=O)C1CCN(c2ccc(C(F)(F)F)cn2)CC1)Nc1ccc(Cl)cn1	-3	i	i	-2	i	i	i	i	-10	0	i
CN1C(N)=NC(=O)/C1=C\c1ccc(Br)cc1	-1	i	i	-1	i	i	i	i	-5	0	i
Carrying on:
SMILES	GSK3beta inhib	KCNK3 inh	KCNK9 block	GSK3A inh	KCNQ1 block	KCNQ1 act	RGS4 block	PolyA inhibitor	hERG rescue	DYRK1A inh	RGS4 pot
CCc1cc(C(c2ccccn2)N2CCN(C)CC2)c(NC(=O)c2ccccc2)s1 (stereo not given)	-3	i	i	1	i	i	i	i	-10	1	i
OCC[C@@H]1C[C@H](O)[C@@H](O)[C@@]2(CCc3ccccc3CO2)O1	-4	i	i	9	i	i	i	i	-14	52*	i
CCC(C)NC(=O)c1cc2c(=O)n3cccc(C)c3nc2s1 (stereo not given)	2	i	i	-1	i	i	i	i	-11	3	i
CN1CCN(CC(=O)Nc2nnc(-c3cccs3)s2)CC1	1	i	i	-1	i	i	i	i	-6	-1	i
Cc1ccc(C(=O)C2CCN(CC(=O)Nc3nc(C)cs3)CC2)cc1	2	i	i	-1	i	i	i	i	-1	3	i
CCC(=O)Nc1ccc(C=C(C(C)=O)C(C)=O)cc1	3	i	i	-1	i	i	5*	i	-5	9	i
CC(C)OC(=O)c1ccc(NC(=O)c2ccco2)cc1	3	-9.8*	i	-1	i	i	i	i	-10	-5	i
CN(C)/C=C(\C=O)c1onc(-c2ccccc2Cl)c1C#N	3	i	i	5	i	i	i	i	-9	.	i
CC(C)(C)c1ccc(C(=O)NC2CCN(Cc3ccccc3)CC2)cc1	0	i	i	0	i	i	i	i	-2	-1	i
Cc1ccc(S(=O)(=O)NCCC(=O)NC(C)CCc2ccccc2)cc1 (stereo not given)	-1	i	i	.	i	i	i	i	-10	-5	i
O=C(Nc1ccc(Cl)cc1Cl)c1csc(-c2cccnc2)n1	-3	i	i	-2	i	i	i	i	-7	34	i
CC(C)CN(C(=O)c1ccco1)C1CCS(=O)(=O)C1 (stereo not given)	3	i	i	-3	i	i	i	i	-10	13	i
CCOC(=O)CSc1ncc(-c2cccc(Cl)c2)cn1	0	i	i	-2	i	i	i	i	-5	5	i
Cc1nn(-c2ccccc2)c(NC(=O)c2ccccc2)c1Br	2	i	i	0	i	i	i	i	-8	-5	i
O=C(c1ccncc1)N1CCN(C(=O)c2ccncc2)CC1	-2	i	i	-1	i	i	i	i	-6	3	i
